TRPM1 prom inh – MITF TRPM1 promoter inhibition in SK-MEL-5 cells; AID 488899; inhibition, % at 12.5 µM; SK-MEL-5 TRPM1 promoter luciferase, 24 h; actives 0.83% (n = 330,000);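 active = mean inhibition across replicates of 60% or more, whatever share of single replicates reaches that level; inconclusive = some that reach 60%, reason not given; inactive = mean inhibition across replicates below 60%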; also: values of inactives mirror those of a sister screen read the other way
HIF-2a inh – inhibitors of HIF-2a | 786-0 RCC cells HIF-2a reporter, luciferase luminescence, overnight | inhibition, % at 18.8 µM | actives 0.72% (n = 360,000) | AID 624352;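 active = inhibition of the luminescence signal of 40% or more relative to plate controls, in a single-dose primary screen at 18.75 µM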
NR2E3 ag-1 – agonists of human nuclear receptor NR2E3; Q9Y5X4; GST-NR2E3/biotin-RetCOR TR-FRET, 1536-well; inhibition of corepressor binding, % at 4.78 µM; actives 0.12% (n = 320,000); AID 2300;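 active = percent inhibition above the cutoff of mean plus 3 SD of all tested compounds, set per screening campaign, cut at about 20% in these data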;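 also: 0% = DMSO wells and 100% = biotin wells as full block of FRET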
Target sequence (Q9Y5X4 whole entry, looked up): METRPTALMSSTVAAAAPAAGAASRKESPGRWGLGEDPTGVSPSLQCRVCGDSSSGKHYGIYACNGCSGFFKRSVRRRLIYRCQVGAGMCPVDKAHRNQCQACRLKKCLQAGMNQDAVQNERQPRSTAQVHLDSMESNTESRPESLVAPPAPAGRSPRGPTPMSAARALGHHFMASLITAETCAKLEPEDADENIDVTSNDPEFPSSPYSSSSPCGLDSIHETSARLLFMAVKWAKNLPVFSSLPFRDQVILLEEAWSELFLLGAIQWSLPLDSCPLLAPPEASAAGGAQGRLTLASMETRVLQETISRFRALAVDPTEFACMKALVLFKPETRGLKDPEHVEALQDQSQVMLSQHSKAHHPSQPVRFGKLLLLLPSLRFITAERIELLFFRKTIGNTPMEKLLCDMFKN
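Material: NR2E3–RetCOR corepressor complex | Quantity: 1.35 nM GST-tagged NR2E3 final | Schedule: 5 h at 4 °C | Replication: Singlicate compound wells | Reagent: RetCOR corepressor, biotinylated, 7 nM | Controls: Biotin wells as high control, 0.6% DMSO wells as low control | Signal: TR-FRET, Eu(K)-anti-GST donor, streptavidin-D2 acceptor, ex 340, em 617/671 nm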
Peg3 prom inh – inhibitors of Peg3 promoter. HeLa PEG-Prom luciferase reporter, luminescence, overnight. inhibition, % at 20 µM. actives 1.7% (n = 360,000). AID 588405;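 active = inhibition of at least 50% at 20 µM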
CaV13 ICDI inh – Disruptors of the CACNA1D IQ motif to Ca2+-dependent inactivation inhibitor domain association, primary screening, Förster resonance energy transfer in intact living …; HEK cells, CFP/YFP FRET ICDI-IQ, plate reader, 10 min; percent FRET-ratio fall versus neutral wells; inhibition, % at 12.3 µM; AID 743397; actives 0.098% (n = 340,000);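 active = mean replicate inhibition of at least 30% and at least 1% of replicates passing that level; inconclusive = only one of the two criteria is met; inactive = neither criterion is met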;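 also: 0% = median of the neutral control wells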
Shn3 inh set2 – inhibitors of Schnurri-3 3'UTR reporter in osteoblasts; inhibition, % at 12.5 µM; actives 0.52% (n = 360,000); AID 588674; Clone20 osteoblast Shn3 3'UTR firefly luciferase, 24 h;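 active = mean inhibition of at least 75% with every replicate also reaching 75%; inconclusive = mean inhibition at least 75% but some replicate below; inactive = mean inhibition below 75%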;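 also: 0% = median of neutral control wells and 100% = pilot-screen positive control compound; some compounds past the cut are filed as inactive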
PDI inh – PDI (human) enzyme inhibition; P07237; inhibition, % at 10 µM; PDI insulin aggregation turbidity, A650, 90 min; actives 0.052% (n = 350,000);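 active = mean inhibition across replicates of 30% or more, whatever share of single replicates reach that level; inconclusive = mean inhibition below 30% while every single replicate reaches 30%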;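 also: absorbance from insulin aggregation driven by PDI reduction with DTT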
Target sequence (P07237 whole entry, looked up): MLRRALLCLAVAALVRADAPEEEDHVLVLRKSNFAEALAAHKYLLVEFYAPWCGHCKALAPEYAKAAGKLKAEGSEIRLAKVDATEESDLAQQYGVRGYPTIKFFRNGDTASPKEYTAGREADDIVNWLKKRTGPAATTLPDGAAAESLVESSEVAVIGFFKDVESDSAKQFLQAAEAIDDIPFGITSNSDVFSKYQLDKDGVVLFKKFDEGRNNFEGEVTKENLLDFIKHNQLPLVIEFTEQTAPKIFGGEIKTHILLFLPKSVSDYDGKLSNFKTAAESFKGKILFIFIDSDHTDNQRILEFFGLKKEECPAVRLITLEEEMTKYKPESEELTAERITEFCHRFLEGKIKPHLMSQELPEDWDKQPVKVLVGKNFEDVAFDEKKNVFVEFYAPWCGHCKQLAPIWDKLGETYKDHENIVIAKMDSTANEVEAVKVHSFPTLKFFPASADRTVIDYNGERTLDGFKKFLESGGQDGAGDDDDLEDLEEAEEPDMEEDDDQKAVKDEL
Vif imaging – inhibitors of HIV Vif | HEK293T cells, Vif self-association by quenched fluorescence, imaging, 24 h | AID 602346 | inhibition, % at 7.49 µM | actives 0.35% (n = 340,000); in the data active = inhibition above about 50%, passing the limit was not always enough; inconclusive = no clear call, values can overlap the other calls; inactive = below about 31%; also: some results filed as inactive read as strong as hits
CF NFkB block – blocks PAF-induced NF-kB reporter in cystic fibrosis cells. AID 588850. inhibition, % at 5 µM. actives 0.86% (n = 360,000). KKLEB NF-kB-GFP reporter, GFP fluorescence overnight;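 active = at least 50% inhibition at 5 µM, scaled per plate between neutral and stimulator controls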;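 also: PAF is a Pseudomonas aeruginosa culture filtrate used as stimulus; plate controls were PAF-stimulated DMSO wells for no effect and unstimulated DMSO wells for full effect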
NR2E3 ag-2 – activates human NR2E3 receptor | CHO-S Gal4-NCOR/VP16-NR2E3 two-hybrid, luciferase | actives 0.35% (n = 360,000) | Q9Y5X4 | AID 602229 | inhibition of corepressor binding, % at 3.98 µM;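 active = inhibition above the mean of all tested compounds plus 3 SD, cut at about 70% in these data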;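 also: 0% = DMSO with NR2E3 transfected cells and 100% = cells lacking NR2E3 construct; higher means lower luciferase signal from less NR2E3 corepressor binding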
KKLEB cytotox – CF airway cell cytotoxicity counter-screen; KKLEB CF airway cells viability, ATPlite luminescence, overnight; hits give low values; cells stimulated with P. aeruginosa culture filtrate; activity change (cytotoxicity), % at 5 µM; actives 0.36% (n = 360,000);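 active = corrected activity change at or below -50% at 5 µM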
An asterisk follows results filed as active; ? = inconclusive; . = not tested or not shown.

SMILES,TRPM1 prom inh,HIF-2a inh,NR2E3 ag-1,Peg3 prom inh,CaV13 ICDI inh,Shn3 inh set2,PDI inh,Vif imaging,CF NFkB block,NR2E3 ag-2,KKLEB cytotox
O=C(NCCc1ccccc1)C1CCN(S(=O)(=O)c2ccccc2)CC1,7,-14,4,-3,-8,-4,6,0,11,-18,-6
CC(=O)c1cccc(NC(=O)CSc2nnnn2C2CCCC2)c1,1,0,.,3,-2,16,5,-5,-4,-16,7
COCCCn1c(=O)c2ccccc2c2ccccc2c1=O,-8,17,0,-4,-4,-3,-5,34,-2,-1,1
O=C(Cc1ccc(Br)cc1)OCC(=O)N1CCOCC1,-4,0,.,4,-6,-6,-6,10,18,13,1
CCOc1ccccc1NC(=O)C(c1ccccc1)N1CCN(CC(=O)N2CCOCC2)CC1 (configuration not stated),4,-3,4,4,-7,-33,7,-2,36,7,-18
COC(=O)C1=C(C)NC(=O)NC1c1ccc(OC(=O)c2ccco2)cc1 (configuration not stated),-3,21,3,-5,-5,-13,0,-5,12,-5,-7
Cc1ccc(C(=O)O)cc1-c1ccc(/C=C2/NC(=O)N(c3ccccc3)C2=O)o1,8,6,2,12,-3,-28,6,3,-9,-1,14
Cc1ccc(NS(=O)(=O)c2ccc(C(=O)OCC(=O)Nc3cc(C)on3)cc2)cc1,-4,4,.,20,-1,-2,15,-3,-7,-2,-30
COc1ccc(C)cc1NC(=O)CN1C(=O)COc2ccc(S(=O)(=O)N3CCCCCC3)cc21,-15,17,1,22,-2,28,-4,2,14,-60,-20
CCOC(=O)C(=O)N1CCC(Cc2ccccc2)CC1,2,3,-1,8,3,-12,3,10,-1,-16,-1
CCCCN(CCNP(=O)(OCC)OCC)CP(=O)(OCC)OCC,7,5,3,1,-6,1,0,-2,5,-3,2
O=C(Cn1nc(-c2ccccc2)ccc1=O)NCCCN1CCOCC1,6,12,-2,9,-5,-7,1,3,-6,2,3
O=S(=O)(Cc1ccccc1)Nc1ccccc1Br,-4,-17,2,-26,-4,6,-6,-1,4,1,-2
CCC(CC)c1nnc(NC(=O)C2CC(=O)N(C3CCCC3)C2)s1 (configuration not stated),11,12,2,8,-7,-2,-2,-9,23,8,-6
O=C(Nc1ccccc1)N1CCSc2ccccc21,-1,0,-2,2,-2,-5,-7,2,1,-26,17

(further entries)
SMILES,TRPM1 prom inh,HIF-2a inh,NR2E3 ag-1,Peg3 prom inh,CaV13 ICDI inh,Shn3 inh set2,PDI inh,Vif imaging,CF NFkB block,NR2E3 ag-2,KKLEB cytotox
COCCN(C(=S)Nc1cccc(OC)c1)C1CCN(C(C)C)CC1,-16,7,-1,1,-5,-2,-2,4,0,-5,-2
Cc1cc(NS(=O)(=O)c2ccccc2)no1,0,14,1,9,-5,-7,-3,.,-1,-14,-3
O=C(O)/C=C/C(=O)Nc1ccc(C(=O)c2ccccc2)cc1,-5,15,1,4,5,-9,-9,4,-3,-17,-1
COc1ccc(NC(=S)Nn2cnnc2)c(OC)c1,0,2,.,6,-9,-7,1,-3,3,-6,0
Cc1ccc(NC(=O)CNC(=O)c2ccc(OC(F)F)cc2)cc1S(=O)(=O)N1CCCCCC1,22,11,.,17,-6,12,19,-23,27,-38,9
CC(C)CN(C(=O)COC(=O)c1ccc(Br)cc1)c1c(N)n(Cc2ccccc2)c(=O)[nH]c1=O,41,14,-1,63*,-2,4,-5,.,-14,-6,21
Oc1c(CN2CCOCC2)ccc2ccccc12,12,-4,.,4,-7,12,2,-16,4,-7,2
Cc1cc(C)cc(-n2ncc3c2CCCC3NC(=O)C2(C(N)=O)CC2)c1 (configuration not stated),4,-4,-1,-1,-6,39,7,-13,13,12,-5
CC1Cc2ccccc2N1C(=O)C1CCCCN1S(=O)(=O)c1ccccc1 (configuration not stated),15,9,4,29,-6,41,-9,-2,14,2,-9
Cc1cccc(CSCC(=O)N2CCN(S(=O)(=O)c3ccccc3C#N)CC2)c1,.,9,.,3,-5,20,2,3,12,3,-7
O=C(OCc1c(-c2ccccc2)ncc2ccccc12)c1ccc(Cl)cc1Cl,-1,-18,2,-20,-10,-30,0,.,4,9,1
CCc1ccc2[nH]c(=O)c(CN(CCN(CC)CC)C(=O)Nc3ccccc3OC)cc2c1,2,19,0,14,-7,-2,-17,11,8,9,6
COC(=O)[C@H]1C[C@H](OC(=O)NCc2ccco2)[C@@]2(O)CN(S(=O)(=O)c3ccc(C)cc3)CC2[C@H]1C(=O)OC (some centres not stated),.,0,.,4,-3,12,-14,0,-5,-21,2
C=CCn1c(SCC(=O)Nc2sccc2C(N)=O)nc2sc(CC)cc2c1=O,34,-3,2,57*,-5,76,3,.,-14,59,-4
CN(/N=C/c1ccncc1)c1cnc2ccccc2n1,-28,-230,2,-266,-2,-64,-6,-9,-43,-134,5

(next part)
SMILES,TRPM1 prom inh,HIF-2a inh,NR2E3 ag-1,Peg3 prom inh,CaV13 ICDI inh,Shn3 inh set2,PDI inh,Vif imaging,CF NFkB block,NR2E3 ag-2,KKLEB cytotox
CC(C)C(=O)COc1c2occc2cc2ccc(=O)oc12,6,-3,.,-6,.,10,.,6,-8,-11,4
CC(C)CCN1CCN(Cc2cc(F)ccc2-n2cccn2)CC1CCO (configuration not stated),-2,11,4,12,-2,-7,0,2,6,-8,-7
COc1ccccc1NC(=O)c1c(C)cc(=O)oc1C,-4,-15,4,9,-6,-6,4,-4,29,15,-24
COc1ccccc1C(O)c1ncc(-c2cccc3ccccc23)[nH]1 (configuration not stated),.,0,.,-8,-5,-14,-4,.,-6,-20,-6
O=C(Cn1ccccc1=S)c1ccc(Cl)c(Cl)c1,.,-29,0,5,-3,-2,-2,0,-2,-21,-4
c1ccc(-c2noc(-c3ccco3)n2)nc1,-19,-98,-1,-131,-6,-46,5,-2,2,-133,1
COc1ccc(-n2c(Cc3cccn3C)nnc2SCC(=O)NCCc2ccccc2)cc1,1,23,-2,12,-9,9,-6,1,-6,15,6
COC(=O)c1cc(=O)n(Cc2ccc(F)cc2)c(=NCc2ccc(F)cc2)s1,6,5,-2,14,-2,-3,-7,1,12,-25,2
O=C(Cc1ccc(NC(=O)C2CCCN(C(=O)C3CCCC3)C2)cc1)Nc1cccc(C(=O)N2CCCC2)c1 (configuration not stated),13,-6,.,-9,-9,4,-2,-2,-33,-4,5
Cn1cc(C(=O)N2CCCCC2)c(=O)c2cc(S(=O)(=O)N3CCCC3)ccc21,-7,5,1,11,-2,-14,8,2,-14,-30,7
CC(C)n1nnnc1SCC(=O)NCc1ccco1,-4,15,0,8,.,-2,-5,.,0,-26,2
CCN(C(=O)CSc1nc2ccccc2c(=O)n1CCOC)C1CCS(=O)(=O)C1 (configuration not stated),8,19,4,11,0,-1,2,-3,-10,1,-14
C/C(=N\NS(=O)(=O)c1ccc(C)c([N+](=O)[O-])c1)c1cccs1,1,-12,2,-15,-6,-24,0,.,-5,0,1
O=C(CSc1nc2[nH]ncc2c(=O)[nH]1)NCc1ccc(F)cc1,-2,13,2,2,-3,-19,-11,-8,10,2,-1
CCOCCCN(C(=O)Cn1nnc(-c2ccc(OC)c(OC)c2)n1)C(C(=O)NCC1CCCO1)c1ccc(F)cc1 (configuration not stated),-4,5,-3,19,-2,12,4,0,4,-28,-4

(list continues)
SMILES,TRPM1 prom inh,HIF-2a inh,NR2E3 ag-1,Peg3 prom inh,CaV13 ICDI inh,Shn3 inh set2,PDI inh,Vif imaging,CF NFkB block,NR2E3 ag-2,KKLEB cytotox
CC(=O)NCCNc1nc2c(-c3cccc(C)c3)nnn2c2ccccc12,-1,-43,2,-55,-3,-25,-5,-5,-52,2,-17
Cc1ccc(C(=O)NNC(=O)c2ccc3ncccc3c2)cc1,2,9,.,4,.,-48,-1,13,13,6,-12
COc1ccc(C(=O)NC(=S)N2CCN(c3ccccc3OC)CC2)cc1,21,-4,4,11,-5,6,-5,23,-9,25,5
O=C(CN(c1cccc(Cl)c1)S(=O)(=O)c1ccccc1)NN=C1CCCC1,-2,2,7,10,?,-14,7,-1,-1,17,10
CC(C)NC(=O)C(=O)N/N=C/c1ccco1,-12,-5,5,2,-8,-1,6,-1,0,-14,8
O=C(Nc1ccc(O)c2c(=O)cc(-c3cccc(Cl)c3)oc12)c1cccc(Cl)c1,10,-6,2,21,-8,41,-2,0,16,-16,-4
O=C(OCc1ccccc1C(F)(F)F)c1cc([N+](=O)[O-])ccc1N1CCOCC1,-6,26,1,29,-11,2,3,8,22,7,-19
COc1ccc(NC(=O)c2cccc3c2C(=O)c2ccc(-c4cnc(OC)nc4)cc2S3(=O)=O)cc1,7,4,7,5,-4,-5,-3,6,14,20,3
NC(=O)NC(=O)COC(=O)CCCCCNS(=O)(=O)c1ccc2c(c1)OCCO2,-13,20,2,4,-6,.,0,0,6,-21,-2
CCOC(=O)N1CCN(C(=O)c2ccc3nc4ccc(Cl)cc4c(=O)n3c2)CC1,18,9,2,-8,-5,-14,2,.,-23,-10,1
COc1ccc(CCNC(=O)c2cc(-c3cc(Cl)cc(Cl)c3)oc2C)cc1,12,12,3,11,-4,5,-5,-7,-14,1,-12
CCOC(=O)c1c(-c2ccc(C)o2)csc1NC(=O)CN1CCOCC1,0,31,2,12,-4,8,-6,-20,20,2,-12

High-throughput results deposited in PubChem BioAssay by several laboratories.

No enrichment for hits; overall some 3.3% were active at least once.
